CHRM4 antagonist: CHRM4 antagonism in calcium assay; CHO-hM4 cells, ACh EC80, Fluo-8 calcium fluorescence; P08173; hit rate 0.73% among 360,000; inhibition, % at 3 µM;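 active = inhibition above its plate's cutoff, the mean inhibition of sample wells plus 3 SD, cut at about 27% in these data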;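 also: 0% = acetylcholine EC80 with DMSO and 100% = DMSO without agonist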
Target sequence (P08173 whole entry, looked up): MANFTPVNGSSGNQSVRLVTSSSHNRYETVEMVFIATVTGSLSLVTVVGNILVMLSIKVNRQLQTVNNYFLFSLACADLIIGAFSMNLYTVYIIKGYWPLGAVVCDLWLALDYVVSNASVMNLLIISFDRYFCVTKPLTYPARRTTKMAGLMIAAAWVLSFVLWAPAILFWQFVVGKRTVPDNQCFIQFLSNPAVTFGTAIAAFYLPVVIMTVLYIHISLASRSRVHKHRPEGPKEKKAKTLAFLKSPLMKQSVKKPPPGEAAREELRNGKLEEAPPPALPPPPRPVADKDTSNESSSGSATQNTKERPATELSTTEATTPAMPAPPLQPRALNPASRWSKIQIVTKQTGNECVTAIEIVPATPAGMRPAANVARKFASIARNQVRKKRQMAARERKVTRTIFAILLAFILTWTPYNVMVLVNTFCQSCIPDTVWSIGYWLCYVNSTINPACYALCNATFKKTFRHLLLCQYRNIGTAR
M4 ag: agonists of human muscarinic M4 receptor (CHRM4); P08173; CHO-K1 hM4/Gqi5, Fluo-8 calcium fluorescence; vehicle 0%, full acetylcholine response 100%; activation, % at 3 µM; hit rate 0.14% among 360,000;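 active = activation above the run mean over all test wells plus 3 SD, cut at about 32% in these data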;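 also: peak over basal fluorescence ratio per well then scaled between controls; 0% = DMSO wells and 100% = acetylcholine at EC100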
M1 antag: human CHRM1 antagonism; P11229; CHO-K1 hM1, Fluo-8 calcium fluorescence, ACh EC80 antagonist; hit rate 1.3% among 360,000; inhibition, % at 3 µM;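 active = percent inhibition above its own plate's cutoff, namely the mean of that plate's compound wells plus 3 SD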;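 also: peak over basal fluorescence ratio during 140 s after agonist addition; 0% = ACh EC80 plus DMSO and 100% = DMSO alone without agonist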
Target sequence (P11229 whole entry, looked up): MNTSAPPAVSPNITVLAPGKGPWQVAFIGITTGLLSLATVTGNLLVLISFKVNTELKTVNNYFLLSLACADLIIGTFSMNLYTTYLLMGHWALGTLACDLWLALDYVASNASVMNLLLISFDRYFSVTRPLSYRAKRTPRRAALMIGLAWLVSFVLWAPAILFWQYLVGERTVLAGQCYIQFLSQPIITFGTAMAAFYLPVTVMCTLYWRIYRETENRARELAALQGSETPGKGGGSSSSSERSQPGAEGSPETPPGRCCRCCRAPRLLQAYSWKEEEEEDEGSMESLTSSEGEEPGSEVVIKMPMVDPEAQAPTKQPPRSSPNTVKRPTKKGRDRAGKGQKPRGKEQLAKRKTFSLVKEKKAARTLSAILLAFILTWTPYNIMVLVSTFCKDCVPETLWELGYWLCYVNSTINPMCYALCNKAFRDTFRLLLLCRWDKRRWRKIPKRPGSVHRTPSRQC
CHRM5 antagonist: antagonists of human muscarinic M5 receptor (CHRM5). CHO-hM5 cells, Fluo-8 calcium fluorescence, ACh EC80. inhibition, % at 3 µM. hit rate 0.59% among 360,000. AID 624040;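 active = inhibition above a per-plate cutoff, the mean of that plate's test compounds plus 3 SD, cut at about 27% in these data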;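 also: 0% = acetylcholine EC80 with DMSO and 100% = DMSO without agonist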
CRFBP-R2 agonist: agonists of human CRF-binding protein/CRF-R2 receptor complex. activation, % at 13.2 µM. HEK293 CRF-R2/CRF-BP, calcium dye fluorescence (FLIPR); percent of saturating CRF peptide response. AID 588473. hit rate 0.46% among 350,000;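 active = activation of at least 50%, plus an integration ratio under a set limit after plate pattern correction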;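 also: plate controls were neutral control wells without compound for no effect and CRF at EC100 for full effect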
M1 PAM: human CHRM1 positive allosteric modulation; P11229; CHO-K1 hM1, Fluo-8 calcium fluorescence, ACh EC20; 0% = ACh EC20, 100% = maximal ACh; activation, % at 3 µM; hit rate 0.088% among 360,000; AID 588819; in the data active = activation above about 19%, passing the limit was not always enough
CHRM4 PAM: CHRM4 positive allosteric modulation; AID 624126; P08173; activation, % at 3 µM; CHO-K1 hM4/Gqi5, Fluo-8 calcium fluorescence, ACh EC20; 0% = ACh EC20, 100% = maximal ACh; hit rate 0.4% among 360,000;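 active = activation above its plate's cutoff, the mean activation of sample wells plus 3 SD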; also: some results filed as inactive read as strong as hits
M5 PAM: potentiates acetylcholine response at human M5 receptor | P08912 | CHO-K1 hM5, Fluo-8 calcium, ACh EC20 PAM; 0% = ACh EC20, 100% = ACh EC100 | activation, % at 3 µM | hit rate 0.3% among 360,000;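 active = activation above the run cutoff, the mean activation of all test compounds plus 3 SD, cut at about 18% in these data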
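system = human M5 receptor in CHO-K1 cells | compound = one concentration, 3 µM final (nominal) | schedule = Post-acetylcholine fluorescence recording 140 s | signal = Fluo-8 calcium dye fluorescence, kinetic read | benchmarks = low control EC20 acetylcholine (0%), high control EC100 acetylcholine (100%) | repeats = singlicate, one well per test compound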
M5 ag: agonists of human muscarinic M5 receptor (CHRM5). P08912. CHO-K1 hM5 cells, Fluo-8 calcium fluorescence; 0% DMSO wells, 100% maximal acetylcholine response. activation, % at 3 µM. hit rate 0.19% among 360,000. AID 624037;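 active = activation above the run's mean over test compounds plus 3 SD, cut at about 23% in these data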;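 also: signal is peak over basal fluorescence ratio across the kinetic read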
An asterisk follows results filed as active; . = not tested or not shown.

SMILES	CHRM4 antagonist	M4 ag	M1 antag	CHRM5 antagonist	CRFBP-R2 agonist	M1 PAM	CHRM4 PAM	M5 PAM	M5 ag
COC(=O)c1ccc(S(=O)(=O)c2ccc([N+](=O)[O-])cc2)cc1	-7	1	7	0	-1.1	-2	-3	0	0
CC(=O)c1sccc1NC(=O)CC(C)(C)CC(=O)O	14	0	-16	1	0.1	24	0	11	2
COc1ccc(-c2nc(-c3cccc(C)c3)nc(N3CCN(C)CC3)c2C#N)cc1	-7	1	-6	-6	0.6	7	7	0	-1
C=C(C)COc1ccc2oc(C)c(C(=O)OCCOC)c2c1	9	-3	1	1	1.4	-1	-1	-2	0
CCn1c(O)c(C=NC2CCCC(C)C2C)sc1=S (stereo not given)	0	2	-2	7	-0.9	0	-16	-1	-2
CS(=O)(=O)c1ccc(Cl)c(NC(=O)COC(=O)CCN2C(=O)C3CC=CCC3C2=O)c1 (stereo not given)	-2	4	-10	5	-1.2	6	5	7	3
CCN(CC(=O)Nc1ccc2c(c1)OCCO2)S(=O)(=O)c1ccccc1	3	5	-9	-5	0.0	10	2	-2	-1
COc1ccc(C(c2sc3nc(C)nn3c2O)N2CCC3(CC2)OCCO3)cc1 (stereo not given)	-12	0	-3	2	4.5	3	5	0	-5
CC(=O)Nc1ccc(Cc2ccncc2)cc1	-2	1	-5	-3	-0.5	3	-3	-5	-3
O=C(NCc1ccc(OC(F)(F)F)cc1)C1CC2Cn3c(nc4ccccc43)C2N1Cc1ccccc1 (stereo not given)	-8	2	-3	18	-0.3	7	3	-4	0
Cc1ccc(NC(=O)Cn2c(=O)n(Cc3ccco3)c(=O)c3ccccc32)c(C)c1	0	-1	14	5	1.5	-5	0	1	-15
O=C(NCCCn1ccnc1)c1nc(Cn2cc([N+](=O)[O-])cn2)no1	-4	1	-5	6	2.1	5	8	-1	0
CC(C)CCNC(=O)Cn1c2c(c(-c3ccccc3Cl)cc1=O)CCC2	-1	1	-7	-3	1.7	2	2	1	-1
CN1CCN(CC#CCC(O)(c2ccccc2)c2ccccc2)CC1	0	1	-2	-11	0.1	4	6	8	-3
O=C(NCC1CCCO1)C(C(=O)c1ccc(F)cc1)n1ccccc1=O (stereo not given)	9	0	6	13	-1.3	-6	-8	-5	0
CCOc1c(Br)cc(C(N)=O)cc1OCc1ccccc1	5	-2	7	1	-2.6	-4	0	-1	-6
Cc1nn(-c2ccc(F)cc2F)c(=O)c2noc(C)c12	-8	0	-24	5	0.5	12	9	-2	-2
COc1ccc(N(CC(=O)NC2CCCC2)C(=O)c2ccc(C)s2)c(OC)c1	10	-1	-12	-1	1.0	10	-8	7	1
O=C(COc1ccc2ccccc2c1)NNC(=O)Cc1cccc2ccccc12	-3	4	-29	-11	0.8	12	0	15	2
CCN(C(=O)c1ccc2c(c1)OCO2)C1CCS(=O)(=O)C1 (stereo not given)	-11	0	-7	-10	-1.2	7	4	3	-3
COC(=O)C1=C(N)Oc2cc(C)n(CCc3ccccc3)c(=O)c2C1c1cccnc1 (stereo not given)	0	2	4	0	0.4	0	-5	0	-6
O=C(O)C1CC=CCC1C(=O)NCc1ccccc1 (stereo not given)	-5	1	-12	0	0.2	9	4	-1	1
COc1ccc(-c2nnc(NC(=O)c3ccc(F)cc3)o2)cc1	1	1	-1	-1	2.8	3	-2	2	1
CCOC(=O)N1CCN(C(=O)C2CCCCC2)CC1	-7	0	-8	5	0.1	3	1	-7	-1
O=C(O)C1CC=CCC1C(=O)Nc1cccc(F)c1 (stereo not given)	-6	1	-16	-6	-0.5	18	13	3	3
Cc1ccc(NC(=O)COC(=O)CCC(=O)c2cccs2)cc1C	-3	2	-1	1	-3.0	7	7	7	1
O=C(COC(=O)c1ccccn1)NCc1ccccc1	-3	0	-4	0	-1.1	8	2	5	-1
COc1ccc(/C(N)=N/OC(=O)Cc2ccc(OC)c(OC)c2)cc1	11	8	9	9	-0.8	-14	-2	-19	7
COc1ccccc1C(=O)Nc1ccccc1N1CCOCC1	-7	5	1	6	-0.1	2	-7	-10	1
CN=c1sc(C(=O)Nc2cccc(Cl)c2)cc(=O)n1C	-5	3	-9	1	3.4	13	6	2	3
O=C(NCc1ccc(Cl)cc1Cl)c1ccc2nc[nH]c2c1	1	1	-7	10	2.9	5	6	-8	0
O=Cc1sc(Nc2ccccc2)nc1Cl	-6	4	-6	-2	12	7	3	-2	1
C=CCn1c(SCC(=C)C)nc2c1c(=O)[nH]c(=O)n2C	-3	2	-8	0	-1.6	4	-5	0	-1
COc1ccccc1CNC(=O)COC(=O)CNS(=O)(=O)c1ccc(NC(C)=O)cc1	4	1	14	9	0.1	-6	-2	1	-2
c1ccc2c3c([nH]c2c1)C1(CCCCC1)NCC3	4	2	-1	-1	-0.1	0	-8	0	1
CC(C)CC(=O)N1CCN(C(=O)CCC2CCCC2)CC1	-4	1	-2	-1	1.1	5	8	5	-2
CCOC(=O)c1sc2nc(-c3cccnc3)ccc2c1N	-2	3	-4	3	1.2	6	4	6	1
C[Si](C)(C)n1ccnc1	4	1	-25	5	0.1	3	-2	-2	0
Cc1ccc(NC(=O)C2CCCN2C(=O)NC2CCCCC2)cc1F (stereo not given)	-3	-1	-4	1	-1.6	16	1	-1	-2
COc1ccc(C)cc1NC(=O)C1C2C=CC(C2)C1C(=O)O (stereo not given)	-1	0	-17	-2	-0.1	13	2	-1	-6
Cc1ccc(NC(=S)N(CCCN2CCOCC2)Cc2ccccn2)cc1Cl	3	2	17	2	-0.7	-7	-11	-4	1
O=c1c2cccc3c2c(nn1CN1CCOCC1)-c1ccccc1-3	7	1	-5	4	-1.3	6	-1	-4	-8
COc1cc(/C=N/NC(=O)NC2CCCCC2)ccc1O	-3	1	22	-6	-4.3	-6	-2	4	3
O=C(COC(=O)c1ccccc1Br)NCc1ccccc1	-1	1	0	3	-2.9	4	1	5	-3
CC1CCCCC1NC(=O)COC(=O)c1ccc([N+](=O)[O-])o1 (stereo not given)	-12	1	0	-1	-1.8	10	4	-3	2
COC(=O)c1ccc(NC(=O)CNCc2ccncc2)cc1	0	1	-9	15	3.3	-2	14	-4	-2
COc1ccc(C(=O)CC(=O)O)c2c1C=CC(C)(C)O2	9	-1	10	7	-0.8	1	0	0	0
CC1(C(=O)NC(=S)N(Cc2ccccc2)c2ccccn2)CC1(Cl)Cl (stereo not given)	-8	1	-8	-7	-1.0	9	0	8	-5

Copied from the list.
CCOC(=O)c1sc2nc(-c3cccnc3)ccc2c1N in M4 ag shows 3
COc1ccc(C(=O)CC(=O)O)c2c1C=CC(C)(C)O2 in CRFBP-R2 agonist shows -0.8
CC1(C(=O)NC(=S)N(Cc2ccccc2)c2ccccn2)CC1(Cl)Cl (stereo not given) in M1 antag shows -8
Cc1ccc(NC(=O)C2CCCN2C(=O)NC2CCCCC2)cc1F (stereo not given) in M5 PAM shows -1
CC1CCCCC1NC(=O)COC(=O)c1ccc([N+](=O)[O-])o1 (stereo not given) in CHRM4 antagonist shows -12
Cc1ccc(NC(=S)N(CCCN2CCOCC2)Cc2ccccn2)cc1Cl in M5 PAM shows -4

Additional structures follow.
SMILES	CHRM4 antagonist	M4 ag	M1 antag	CHRM5 antagonist	CRFBP-R2 agonist	M1 PAM	CHRM4 PAM	M5 PAM	M5 ag
N#Cc1ccccc1OCC(=O)Nc1ccccc1C(=O)NC1CC1	0	4	-2	-12	-1.9	3	4	6	3
Cc1nn(-c2ccccc2)c2nc(N)c(C(N)=O)cc12	-3	1	-14	5	-1.0	9	-3	-4	-3
CCN(CCCCCN(C)C)Cc1cc2ccccc2o1	3	1	8	-4	-0.4	0	-14	-2	-4
CC(C)(C)NC(=O)C(c1ccc(C#N)cc1)n1c(=O)c(-c2ccccc2)nc2ccccc21 (stereo not given)	-4	-1	.	-1	.	.	6	4	-1
C=CCSC1=N/C(=C\c2ccc3c(c2)OCO3)C(=O)S1	2	-1	-9	3	1.0	1	0	2	-1
COc1ccccc1CCc1nnc(CCC(=O)NCCC2CCCCO2)o1 (stereo not given)	-9	1	-15	1	-0.4	12	4	-3	2
CCN(CC)S(=O)(=O)c1ccc2c(c1)N(CC(=O)NCCCN1CC(C)CC(C)C1)C(=O)CO2 (stereo not given)	1	1	4	-4	0.7	-1	-4	4	-9
CCCCn1nnnc1C1(C)CCC(=O)N1CCCN1CCOCC1 (stereo not given)	3	1	.	11	.	.	-2	-6	0
CCCCS(=O)(=O)/C=C/[C@H]1[C@H](S(=O)(=O)CCCC)[C@H]2C=C[C@@H]1C2	4	0	-14	-3	-1.4	8	0	-1	-10
Cc1ccc(-c2nc(SCC(=O)NCC3CCCO3)c(-c3ccc(Cl)cc3)[nH]2)cc1 (stereo not given)	-15	1	-11	-1	0.5	5	15	-2	0
O=C(NCc1ccccc1Cl)C1CCN(S(=O)(=O)c2ccc(F)cc2)CC1	-2	2	-7	5	-0.9	3	-3	-6	-2
O=C(O)CCC(=O)N1CCCC1	3	1	3	8	0.1	-2	-3	1	0

Continued, overlapping the part above by 5 compounds.
SMILES	CHRM4 antagonist	M4 ag	M1 antag	CHRM5 antagonist	CRFBP-R2 agonist	M1 PAM	CHRM4 PAM	M5 PAM	M5 ag
CCCCn1nnnc1C1(C)CCC(=O)N1CCCN1CCOCC1 (stereo not given)	3	1	.	11	.	.	-2	-6	0
CCCCS(=O)(=O)/C=C/[C@H]1[C@H](S(=O)(=O)CCCC)[C@H]2C=C[C@@H]1C2	4	0	-14	-3	-1.4	8	0	-1	-10
Cc1ccc(-c2nc(SCC(=O)NCC3CCCO3)c(-c3ccc(Cl)cc3)[nH]2)cc1 (stereo not given)	-15	1	-11	-1	0.5	5	15	-2	0
O=C(NCc1ccccc1Cl)C1CCN(S(=O)(=O)c2ccc(F)cc2)CC1	-2	2	-7	5	-0.9	3	-3	-6	-2
O=C(O)CCC(=O)N1CCCC1	3	1	3	8	0.1	-2	-3	1	0
Cc1csc2ncc(C(=O)NCCC(c3ccccc3)c3ccccc3)c(=O)n12	-24	0	-15	-1	1.7	-7	10	-5	-10
CCOC(=O)C=C1CCN(c2ncc(C(F)(F)F)cc2Cl)CC1	-4	0	10	5	-1.3	-2	-3	-6	0
CS(=O)(=O)O/N=C1\CCCCC1c1ccc([N+](=O)[O-])cc1[N+](=O)[O-] (stereo not given)	-3	0	-16	2	-1.5	18	-12	2	-3
Cc1ccccc1-n1nnc2c(=O)oc3ccccc3c21	4	0	-1	2	-2.9	4	12	-2	-5
CCOc1ccc(Cl)cc1CNc1nnnn1CC	-7	0	-16	-7	-2.1	8	1	11	-4
O=C(CN1C(=O)C2CCCCC2C1=O)Nc1cc([N+](=O)[O-])ccc1F (stereo not given)	5	1	1	3	-1.3	3	-1	-2	0
CCc1noc(C)c1C(=O)Nc1nc2ccc(F)cc2s1	-2	3	1	2	5.5	-1	2	4	-1
O=c1[nH]c2ccccc2c2nc(-c3cccc(S(=O)(=O)N4CCCC4)c3)nn12	29*	1	-20	6	2.5	1	19	-5	-3
Cn1c(SCC(=O)NC2CCCC2)nnc1-c1ccc(S(=O)(=O)N2CCOCC2)cc1	10	0	-3	-2	1.5	6	0	0	0
Cc1ccc(C2C(C(=O)c3sc(-c4ccccc4)nc3C)=C(O)C(=O)N2CCN(C)C)o1 (stereo not given)	9	0	-24	0	2.1	7	-4	-2	-3
CC(NC(=O)c1cn(C)c2ccc(S(=O)(=O)N3CCCC3)cc2c1=O)c1ccccc1 (stereo not given)	-6	1	-20	12	1.0	15	5	-4	-6
Cc1ccc(CCNC(=O)C2CCN(S(=O)(=O)c3cccc4nonc34)CC2)cc1	-1	1	-13	12	3.3	11	7	7	2
